# Source: PubChem
# 14-3-3g Raf: 14-3-3 gamma protein interaction modulation; P61981; FP, 14-3-3gamma / TMR-pS259-Raf peptide binding; inhibition, % at 40 µM; 0.19% of 160,000 active; in the data active means inhibition above about 30%;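 further: 0% = protein plus tracer without compound and 100% = blank with tracer alone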
# Target sequence (P61981 whole entry, looked up): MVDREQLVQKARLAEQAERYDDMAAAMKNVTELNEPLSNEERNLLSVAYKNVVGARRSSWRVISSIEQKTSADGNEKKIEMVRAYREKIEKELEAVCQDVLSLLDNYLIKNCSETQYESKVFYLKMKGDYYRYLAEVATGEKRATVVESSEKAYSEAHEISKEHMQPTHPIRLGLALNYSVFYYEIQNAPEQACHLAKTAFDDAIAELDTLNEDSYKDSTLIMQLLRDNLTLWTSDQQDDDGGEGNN
# Starred values were filed as active, the others as inactive; & = joins results of further samples. A portion of the library. The share of hits here may be higher or lower than overall.
14-3-3g Raf,SMILES
4,N#Cc1nc(-c2cccs2)oc1N1CCOCC1
-5,CCOc1ccccc1NC(=O)C1=C(C)NC(=S)NC1c1ccccc1C (stereo not given)
-27,COc1ccc(C(=O)NCc2nc3ccccc3n2C(C)C)cc1OC
-39,CC(C)(C)c1ccc(S(=O)(=O)N=C2C=C(Nc3ccccc3)C(=O)c3ccccc32)cc1
-6,Cn1c(=O)c2c(nc(NC3CCCCC3)n2CC(O)COc2ccccc2)n(C)c1=O (stereo not given)
-4,COCCCNC(=O)c1ccc(CNc2nc(=S)[nH]c3ccccc23)cc1
-65,COc1ccc(C2=C(C)C(c3cccs3)c3ccccc3O2)cc1 (stereo not given)
-9,COc1ccccc1NC(=O)CSc1nc(N)cc(N)n1
-5,CCn1ncc(Br)c1C(=O)Nc1ccc(S(=O)(=O)Nc2ccc(OC)cc2)cc1
-2,CCOC(=O)CSC1=C(C#N)C(c2sccc2C)CC(=O)N1 (stereo not given)
-3,O=C(Nc1cccc2c1CCCC2)c1ccc(Br)o1
-3,Cc1nc2ncnn2c(C)c1CCC(=O)NC(C)c1ccc2c(c1)OCCO2 (stereo not given)
-10,Cn1cc(Br)c(C(=O)n2cc([N+](=O)[O-])cn2)n1
-1,CCOc1cc(C2C(C(=O)OC)=C(C)NC3=C2C(=O)CC(c2ccc(OC)cc2)C3)ccc1OC(C)=O (stereo not given)
-4,O=C(CSc1nnc(-c2ccc(Cl)cc2)n1-c1ccccc1)NC1CCCCC1
-4,Cc1onc(-c2ccccc2Cl)c1-c1nc(-c2ccc(Cl)cc2)no1
-28,O=S(=O)(Nc1ccc(Cl)cc1)c1ccc(Cl)s1
3,CCC1Oc2ccccc2N(CC(=O)NCCN2CCN(c3ccc(OC)cc3)CC2)C1=O (stereo not given)
-2,COc1cc(-n2c(=O)c3ccccc3n(Cc3ccccc3C)c2=O)cc(OC)c1OC
-3,CC(C)COc1ccc(C(=O)OC2CC(C)(C)OCC2CN(C)C)cc1 (stereo not given)
-7,CSCC[C@H](NC(=O)OC(C)(C)C)c1nnc(SCC=C(C)C)o1
-4,CC(=O)c1ccc(OCc2c(C)noc2C)cc1
3,O=C(Nc1ccccc1[N+](=O)[O-])c1ccc([N+](=O)[O-])cc1
-7,O=c1c2c3c(sc2nc2n1CCCS2)CCCC3
-4,COc1ccc(C(C)NC(=O)c2ccoc2C)cc1OC (stereo not given)
5,COc1ccc(CCNC(=O)CSc2nncn2N)cc1OC
-3,Cc1ccc(C(=O)C(NC(=O)c2ccco2)N2CCOCC2)cc1 (stereo not given)
-92,COc1ccc(-n2c(C)nc3cc(C(=O)NC4CCCCCC4)ccc32)cc1
-4,CCCCN(C)C(=O)C1CCC(CNS(=O)(=O)c2ccc(Cl)cc2)CC1 (stereo not given)
4,COCCn1nnnc1CN1CCC(NC(=O)Nc2cccc(OC)c2)CC1
-3,O=C1CC(c2cc([N+](=O)[O-])ccc2Cl)c2ccc3ccccc3c2N1 (stereo not given)
-12,O=C(CCS(=O)(=O)Cc1ccccc1F)NC1CC1
7,COC(=O)C1=C(C)NC(C)=C(C(=O)OC)C1c1ccc(OC(=O)c2ccco2)cc1
-21,O=C(CCS(=O)(=O)c1cccs1)Nc1ccc(C(=O)NC2CCCc3ccccc32)cc1 (stereo not given)
-11,Cc1cc(CC(C)C)n(-c2nc3ccccc3c(=O)n2OCC(=O)N(C)C)n1
7,COc1ccccc1NC(=O)CCNS(=O)(=O)c1ccc2c(c1)CCN2C(C)=O
-8,Cc1nc2ncnn2c(C)c1CCC(=O)N1CCc2ccccc2C1
0,CCOC(=O)c1ccc(NC(=O)CSc2nnc(-c3cccnc3)n2C)cc1
-5,CCOC(=O)c1c(NC(=O)c2ccc(OCC)c(Cl)c2)sc2c1CCCC2
0,O=C1c2cccc3cccc(c23)C(=O)N1C1CCCCCC1
-4,c1ccc2c(Nc3ccc4c(c3)OCO4)c3c(nc2c1)CCCC3
-80,CC(C)CSc1oc(-c2cccs2)nc1S(=O)(=O)c1ccccc1
-5,O=C(Nc1ccccn1)C12CC3CC(CC(Br)(C3)C1)C2
0,O=C(c1ccc(F)cc1)N1CCC(N2CCCCCC2)CC1
8,COc1ccc(C2/C(=C(\O)c3ccc([N+](=O)[O-])cc3)C(=O)C(=O)N2c2ccccc2)cc1OC (stereo not given)
-9,CC(=O)c1c(N)c(C#N)c(C)n1-c1ccc(Br)cc1
-1,CC1CCCCN1C(=O)C12CCC(C)(C(=O)C1)C2(C)C (stereo not given)
12,O=c1oc2ccccc2cc1-c1cn2cccnc2n1
-6,Oc1ccc(Cl)cc1C=Nc1cc(C(F)(F)F)ccc1N1CCCCC1
-2,Cc1ccc(C2=CC(c3ccccc3)n3nc(CCCO)nc3N2)cc1 (stereo not given)

# (listing goes on)
14-3-3g Raf,SMILES
-1,CCN(CC)CCCNC(=O)c1cc(-c2ccc(Cl)cc2)on1
-2,CC(=O)Nc1ccc(-c2cn3cccnc3n2)cc1
2,Cc1cccc(NC(=O)c2ccc(OC(=S)Nc3ccccc3)cc2)c1
-10,COc1ccc(CCn2nnnc2C(c2ccc(Cl)cc2)N2CCN(C)CC2)cc1OC (stereo not given)
-6,C(=CCSc1nc2ccccc2[nH]1)CSc1nc2ccccc2[nH]1
-8,Cc1cccc(C2(c3cccc(C)c3)CC2C(=O)NCc2ccco2)c1 (stereo not given)
-4,CCOc1ccc2c(=O)c(Oc3ccccc3)c(C(F)(F)F)oc2c1
-4,CC(C)C(O)P(=O)(OCc1ccccc1)c1ccc(N(C)C)cc1 (stereo not given)
-9&-14,CCc1[nH]c(C)c(C(C)=O)c1C
-2,O=C(CN1C(=O)COc2ccccc21)NCCCN1CCCC1
-9,Cc1cccc(OCC(=O)N2CCN(C(=O)Cc3ccccc3)CC2)c1
-8,O=C(CSc1oc(-c2ccco2)nc1S(=O)(=O)c1ccc(Br)cc1)NCC1CCCO1 (stereo not given)
-20,COC(=O)COc1ccc2c(=O)c(Oc3cc(C)cc(C)c3)coc2c1
-5,C[C@@H]1CCC[C@H](C)N1NC(=O)c1ccc(Cl)c(S(N)(=O)=O)c1
-2,O=C(O)c1ccc(S(=O)(=O)N2CCOCC2)cc1
-23,COc1ccccc1C(=O)Nc1cccc2c1C(=O)c1ccccc1C2=O
-8,Cn1c(=O)c(=O)n(C)c2cc(S(=O)(=O)NC3CCCc4ccccc43)ccc21 (stereo not given)
-7,O=C(COc1ccc2ccccc2c1Br)N1CCOCC1
8,COc1ccc(CCNC(=O)c2ccc(CNc3c(N4CCOCC4)c(=O)c3=O)cc2)cc1OC
-24,CC(=O)OCc1cnc(C)c2oc(=Nc3ccc(C(F)(F)F)cc3)c(C(=O)Nc3ccc(C)cc3)cc12
-10,CCOc1ccc(N2C(=O)CC(NCC#N)C2=O)cc1 (stereo not given)
-9&-9,O=C(Nc1nc(-c2cc3ccccc3oc2=O)cs1)c1ccco1
-3,CN1CCN(CCCNC(=O)CCCOc2cc(=O)n(C)c3ccccc23)CC1
-2,Cc1ccc(Cl)cc1N1C(=O)C2C(C1=O)C1(C)c3ccccc3C2(C)c2ccccc21 (stereo not given)
5,CN(C)S(=O)(=O)Nc1ccc(C(=O)O)cc1

# Some of these compounds in order of heavy-atom count, falling:
14-3-3g Raf,SMILES
-1,CCOc1cc(C2C(C(=O)OC)=C(C)NC3=C2C(=O)CC(c2ccc(OC)cc2)C3)ccc1OC(C)=O (stereo not given)
8,COc1ccc(CCNC(=O)c2ccc(CNc3c(N4CCOCC4)c(=O)c3=O)cc2)cc1OC
8,COc1ccc(C2/C(=C(\O)c3ccc([N+](=O)[O-])cc3)C(=O)C(=O)N2c2ccccc2)cc1OC (stereo not given)
3,CCC1Oc2ccccc2N(CC(=O)NCCN2CCN(c3ccc(OC)cc3)CC2)C1=O (stereo not given)
-21,O=C(CCS(=O)(=O)c1cccs1)Nc1ccc(C(=O)NC2CCCc3ccccc32)cc1 (stereo not given)
-11,Cc1cc(CC(C)C)n(-c2nc3ccccc3c(=O)n2OCC(=O)N(C)C)n1
-5,CCOc1ccccc1NC(=O)C1=C(C)NC(=S)NC1c1ccccc1C (stereo not given)
-9,Cc1cccc(OCC(=O)N2CCN(C(=O)Cc3ccccc3)CC2)c1
-4,Cc1onc(-c2ccccc2Cl)c1-c1nc(-c2ccc(Cl)cc2)no1
-7,CSCC[C@H](NC(=O)OC(C)(C)C)c1nnc(SCC=C(C)C)o1
5,COc1ccc(CCNC(=O)CSc2nncn2N)cc1OC
0,O=C1c2cccc3cccc(c23)C(=O)N1C1CCCCCC1
-9,COc1ccccc1NC(=O)CSc1nc(N)cc(N)n1
12,O=c1oc2ccccc2cc1-c1cn2cccnc2n1
-9,CC(=O)c1c(N)c(C#N)c(C)n1-c1ccc(Br)cc1
-7,O=c1c2c3c(sc2nc2n1CCCS2)CCCC3
-10,Cn1cc(Br)c(C(=O)n2cc([N+](=O)[O-])cn2)n1
-9&-14,CCc1[nH]c(C)c(C(C)=O)c1C

# The list continues:
14-3-3g Raf,SMILES
0,CC1CCCC(C)N1C(=O)CSc1nnnn1Cc1ccccc1 (stereo not given)
1,NS(=O)(=O)c1ccc(Cn2c(-c3ccc(Br)cc3)csc2=Nc2ccccc2)cc1
-3,CCc1cccc(NC(=O)Cn2c(=O)n(Cc3ccc4c(c3)OCO4)c(=O)c3ccccc32)c1
-17,C=CCSc1nnc2c(n1)OC(c1cccnc1)Nc1ccccc1-2 (stereo not given)
1,CCCCOc1ccc(C(C)=O)cc1CC(C(N)=O)C(N)=O
-3,CC(NC(=O)C(C)(C)C)c1nc2ccccc2n1C (stereo not given)
-2,CCOc1ccc(-c2n[nH]c3c2C(c2ccc([N+](=O)[O-])cc2)N(c2ccc(Br)cc2)C3=O)cc1 (stereo not given)
-79,Cc1cc(=O)n2c([nH]c3ccccc32)c1C#N
-4,CN1C(=O)c2ccccc2C(C(=O)NCCN2CCN(Cc3ccccc3)CC2)C1c1c[nH]c2ccccc12 (stereo not given)
-1,Cc1[nH]nc2cn[nH]c12
-7&-4,CCc1nc(N2CCCC2)c(C#N)c2c1CCCC2
5,Cc1ccccc1NS(=O)(=O)c1ccc(OCC(=O)N2CCCC2)cc1
-6,CC(CCc1ccccc1)NS(=O)(=O)c1ccc2[nH]c(=O)sc2c1 (stereo not given)
-12,O=C(O)C1Cc2c([nH]c3ccccc23)C(c2c[nH]c3ccccc23)N1 (stereo not given)
11,CCOc1ccc(CC(=O)NCCc2cc3cc(C)c(C)cc3[nH]c2=O)cc1
-2,Cc1cc(OCC(=O)Nc2ccccc2C(F)(F)F)ccc1C(C)C
-4,CCC(C)OC(=O)C1=C(C)NC2=C(C(=O)CC(c3ccc(Cl)cc3)C2)C1c1ccc(OC(C)=O)cc1 (stereo not given)
-2,CCc1ccc(N2COc3ccc4cc(Br)ccc4c3C2)cc1
-19,O=[N+]([O-])c1ccc2nc(-c3ccccn3)[nH]c2c1
0,COc1ccc(CNC(=O)c2cnn3c(C(F)(F)F)cc(-c4ccccc4)nc23)cc1
3,CN(Cc1c(O)ccc2c1oc(=O)c1ccccc12)C1CCCCC1
-2,COCCNc1nc2c(c(=O)n(C)c(=O)n2C)n1Cc1ccccc1F
-4,CCCCOCCCn1cnc2c([nH]c3cc(OC)ccc32)c1=O
-7,CCc1ccc(Sc2cc(C(=O)NCC3CCCO3)c3ccccc3n2)cc1 (stereo not given)
1,Fc1ccc(CSc2nc(NCc3ccccc3)c3ccccc3n2)cc1
-49,CC(=O)N1CCc2c(sc(NC(=O)C3CC3)c2-c2nc3ccccc3s2)C1
4,COc1ccc(N2C(=O)C(=O)/C(=C(/O)c3ccccc3)C2c2ccc(Cl)cc2)cc1 (stereo not given)
-20,Brc1ccccc1C1Nc2ccccc2C2C=CCC21 (stereo not given)
-7,COc1ccc(C(=O)Nc2ccc(C)cn2)c(OC)c1
-2&-19,c1ccc2c(c1)CCN2CCN1CCc2ccccc21
-4,CCC(C)n1c(SCc2ccccc2F)nc2ccsc2c1=O (stereo not given)
-5,Cc1cccc(C)c1OCC(=O)NCc1nnc(SCC(=O)NC2CCCCC2C)n1C (stereo not given)
-1,COc1ccc(-n2ncc3c(NCc4cccc(Cl)c4)ncnc32)cc1
-8,Cc1ccc(C(=O)c2coc3ccc(O)c(CN(C)C)c23)cc1
-19,Cc1ccc(-n2cnc3cc(C(=O)NCC4CCCO4)ccc32)cc1Cl (stereo not given)
-9,CCCOc1ccc(C2NC(=O)NC(C)=C2C(=O)OCCOC)cc1 (stereo not given)
-7,Cc1ccc(-n2c(=O)c3ccccc3c3ccccc3c2=O)cc1
-15,N=c1n(CCN2CCCCC2)c2ccccc2n1CC(O)c1cccs1 (stereo not given)
-33,COCCNC(=O)c1cnn2c1NC(c1ccco1)CC2C(F)(F)F (stereo not given)
-14,COc1ccc(/C(O)=C2\C(=O)C(=O)N(CCCn3ccnc3)C2c2ccc(Cl)cc2)cc1 (stereo not given)
-6,COc1ccc(C(=O)NCc2nnc(SCC(=O)NCc3ccc(F)cc3)o2)cc1
-6,Brc1ccc(-c2nc3ccccc3nc2-c2ccccc2)cc1
-7&-4,Cc1cccc(OCC(=O)NCc2ccncc2)c1C
0,COc1ccc(N2CC(=O)N(c3ccc(OC)c(OC)c3)CC2=O)cc1OC
-10,COC(=O)c1c(N)n(-c2ccc(C)c(C)c2)c2nc3ccccc3nc12
-4,COc1ccc(N2CCN(C(=O)c3ccc(N4CC5CC(C4)c4cccc(=O)n4C5)c(NC(=O)c4ccc(F)cc4)c3)CC2)cc1 (stereo not given)
-5,O=C(C1CCCCC1)N(Cc1ccccc1)c1ccccn1
3,Cc1cccc(NC(=O)c2cc(NC(=O)C3CCCCC3C(=O)O)ccc2Cl)n1 (stereo not given)
1,O=C(c1cc2nc(-c3ccc([N+](=O)[O-])cc3)cc(C(F)(F)F)n2n1)N1CCc2ccccc2C1
1,CCOC(=O)C(C(C)=O)C(c1ccc(OC)cc1)C(C(C)=O)C(=O)OCC (stereo not given)

# Continuation:
14-3-3g Raf,SMILES
1,N=c1c2ncn(C3OC(CO)C(O)C3O)c2ncn1O (stereo not given)
3,COc1ccc(OCC2c3cc(OC)c(OC)cc3CCN2C(=O)c2ccc3c(c2)OCO3)cc1 (stereo not given)
-9,Cc1ccccc1NC1=C(Cl)C(=O)N(c2cccc(C)c2C)C1=O
-6,O=C(NCCN1Cc2ccccc2C1=O)c1ccc(Cl)cc1
